PTEN del growth: PTEN-deleted cell growth suppression; HCT116 PTEN-null viability, CellTiter-Glo, 60 h; active compounds read low; viability, % at 10 µM; hit rate 1.2% among 140,000;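 active means viability at or below a set limit, 4 SD under the median of all tested compounds, cut at about 3.7% in these data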;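 further: PTEN knockout HCT116 line with beta catenin targeted HCT116 as companion control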
MRP1 act: activators of MRP-1. H69AR cells + doxorubicin, viability rescue, CellTiter-Glo. viability increase, % at 10 µM. hit rate 0.61% among 140,000. AID 799;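 active means viability gain under doxorubicin at or above a set limit, the compound median plus 3 SD, cut at about 4.7% in these data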;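 further: MRP-1 overexpressing cells given doxorubicin 25 µM after compound pretreatment; 18-22 h compound pretreatment then 72 h with doxorubicin before readout; 0% = doxorubicin-only wells and 100% = vehicle-treated cells without doxorubicin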
E-sel TNF inh: blocks E-selectin expression induced by TNF alpha; HUVEC TNFa-induced E-selectin immunofluorescence, high content; inhibition, % at 2 µM; hit rate 0.71% among 120,000;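 active means inhibition above the batch mean plus 3 SD, and confirmed as a hit on visual image review, cut at about 43% in these data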;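 further: 0% = TNF-stimulated DMSO wells and 100% = unstimulated control wells; not every result past the cut was called active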
Phagocytosis inh: macrophage phagocytosis inhibition | J774A.1 macrophage IgG-bead phagocytosis, imaging | inhibition, % at 5 µM | hit rate 0.07% among 110,000 | AID 1029;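 active means inhibition above the mean of the plate negative controls plus 5 SD, cut at about 13% in these data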;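 further: phagocytic index as fraction of beads internalized from green versus red external bead signal; plate controls were DMSO negative control for no effect and cytochalasin-D positive control for full effect; some results beyond the cut were filed as inactive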
Yeast growth inh: chemicals that inhibit yeast BB579 growth in restrictive medium (lifespan-shortening candidates); hit rate 0.51% among 140,000; inhibition, % at 10 µM; S. cerevisiae BB579 growth, OD615, 48 h; AID 804;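 active means inhibition above a set limit, 3 SD over the mean compound inhibition, cut at about 44% in these data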; further: inactives centre near -24
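Test system: DeaD yeast strain BB579 / Buffer or medium: restrictive glucose-based CSMM-D medium / Doses: single 10 µM dose / Schedule: 4 h cell preincubation, 48 h compound exposure, 30 °C humidified / Technique: culture absorbance at 615 nm / Controls: amphotericin B positive control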
bCat KO growth: beta-catenin-lacking colon tumor cell growth suppression. HCT116 beta-catenin knockout viability, CellTiter-Glo, 60 h; active compounds read low. viability, % at 10 µM. hit rate 1.5% among 140,000;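 active means viability at or under a set limit, the compound median less 4 SD, cut at about 6% in these data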;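 further: 0% = Hyamine 1622 control at 20 µM and 100% = untreated cell control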
GALR2 antag: GALR2 (human) receptor antagonism; GALR2-expressing cells, antagonist mode; inhibition, % at 4 µM; hit rate 0.39% among 140,000; in the data active means inhibition above about 27%;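 further: cells stimulated with galanin 1-16 at roughly its EC80; 0% = agonist challenge control and 100% = basal control without agonist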
Target sequence (O43603 whole entry, looked up): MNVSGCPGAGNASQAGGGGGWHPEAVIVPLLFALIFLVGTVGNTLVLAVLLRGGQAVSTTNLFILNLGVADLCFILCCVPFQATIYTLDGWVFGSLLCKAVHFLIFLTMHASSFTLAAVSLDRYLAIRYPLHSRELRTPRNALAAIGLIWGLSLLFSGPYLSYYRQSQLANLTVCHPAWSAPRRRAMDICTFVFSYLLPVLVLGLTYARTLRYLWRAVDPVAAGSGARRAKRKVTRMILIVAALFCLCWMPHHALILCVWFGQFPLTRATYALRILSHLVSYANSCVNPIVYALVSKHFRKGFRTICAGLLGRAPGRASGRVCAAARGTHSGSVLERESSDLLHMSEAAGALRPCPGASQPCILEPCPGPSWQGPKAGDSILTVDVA
Yeast lifespan up: extends the lifespan of yeast | AID 775 | S. cerevisiae growth with nicotinamide, OD615; deaD strain in restrictive glucose medium | hit rate 0.68% among 130,000 | inhibition of the nicotinamide effect, % at 10 µM;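 active means inhibition above a set limit, placed 3 SD over the median of all compounds, cut at about 26% in these data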;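 further: 0% = nicotinamide-treated wells and 100% = cells grown without nicotinamide; some compounds called inactive have numbers as strong as hits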
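Buffer or medium: CSMM-D glucose medium, restrictive; test system: modified budding yeast, DeaD strain; compound: single dose 10 µM compound, 0.25% DMSO; schedule: culture preincubation 4 h, compound exposure 48 h, both 30 °C; detection: optical density (absorbance) at 615 nm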
Measles CPE: protection of cells from measles virus | Measles virus-infected cells, CPE protection, absorbance | protection (pct of control), % at 4 µM | hit rate 1.5% among 140,000; in the data active means protection mostly above about 24%, no sharp cut-off; inactive means mostly below about 26%; further: some compounds called inactive have numbers as strong as hits
NPY-Y2 antag: NPY-Y2 (human) receptor antagonism; hit rate 0.99% among 140,000; inhibition, % at 2.7 µM; P49146; NPY-Y2 expressing cells, antagonist mode; in the data active means inhibition above about 17%;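 further: 0% = vehicle with agonist challenge and 100% = reference antagonist with challenge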
Target sequence (P49146 whole entry, looked up): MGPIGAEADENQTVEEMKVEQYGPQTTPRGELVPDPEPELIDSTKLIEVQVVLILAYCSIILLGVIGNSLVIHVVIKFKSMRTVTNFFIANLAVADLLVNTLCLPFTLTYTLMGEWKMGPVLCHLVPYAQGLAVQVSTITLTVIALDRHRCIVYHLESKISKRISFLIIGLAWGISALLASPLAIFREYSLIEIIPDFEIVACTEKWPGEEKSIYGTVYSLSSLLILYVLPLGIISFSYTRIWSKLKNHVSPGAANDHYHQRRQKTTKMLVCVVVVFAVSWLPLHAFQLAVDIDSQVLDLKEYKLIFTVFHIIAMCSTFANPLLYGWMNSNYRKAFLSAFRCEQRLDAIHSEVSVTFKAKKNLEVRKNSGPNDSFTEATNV
* marks the source's active call; other numbers are inactive results; / = not tested or not shown.

SMILES	PTEN del growth	MRP1 act	E-sel TNF inh	Phagocytosis inh	Yeast growth inh	bCat KO growth	GALR2 antag	Yeast lifespan up	Measles CPE	NPY-Y2 antag
Cc1noc(NS(=O)(=O)c2ccc(NC(=O)CCCOc3ccc(Cl)cc3Cl)cc2)c1C	107.5	0.8	-5.9	/	-46.2	55.9	0.2	/	9.2	5.7
O=C(C1CCCN(S(=O)(=O)c2cccc3nonc23)C1)N1CCN(c2ccccc2)CC1 (stereo not given)	79.2	-0.6	12.1	-0.7	-10.6	77.6	-5.2	-9.7	15.9	0.7
Oc1oc(-c2ccccc2)nc1C=NCc1ccncc1	87.1	-1.8	-5.3	/	-11.0	90.1	-3.3	-3.3	8.3	0.2
O=S(=O)(Nc1nc2ccc(S(=O)(=O)N3CCCC3)cc2s1)c1ccc(F)cc1	95.6	-0.7	-21.4	-0.7	-64.2	98.1	-8.7	0.6	4.6	4.1
CCc1ccc(/C=C2\SC(=S)N(CCCC(=O)Nc3nccs3)C2=O)cc1	91.8	-1.8	9.8	2.4	-14.2	85.0	2.4	2.7	8.3	0.9
CC(=O)SCCC(=O)Nc1ccccc1	89.5	-2.7	-6.8	1.3	-12.4	83.5	11.0	-27.9	7.6	-7.2
COC(=O)/C(=C/c1cccnc1)NC(=O)c1ccccc1	86.0	-0.9	-2.4	-18.4	0.7	91.3	-5.0	0.1	15.4	-0.1
COC(=O)c1ccccc1NC(=O)CNc1cc(Cl)ccc1N1CCOCC1	71.4	-4.0	/	2.2	-24.5	67.2	11.8	-18.5	3.8	13.2
CCc1nnc(NC(=O)CSc2nnc(-c3cccnc3)n2CC)s1	98.5	-1.1	-11.0	/	-1.5	107.1	1.4	-4.4	13.3	-1.0
CC(C)OCCCNC(=O)CNC(=O)c1cccs1	96.9	-0.7	/	-2.7	9.9	101.0	-15.6	-2.4	7.3	-0.5
COc1ccc(C(=O)Nc2nc3nc(-c4ccccc4)cc(=O)n3[nH]2)cc1	94.4	-1.9	-3.4	-0.7	-23.5	103.3	-8.6	-16.6	6.5	1.4
O=C(NCC1COc2ccccc2O1)c1ccco1 (stereo not given)	89.5	-4.0	-11.6	-1.3	-7.1	93.8	-7.1	-3.9	35.5	1.3
CC(=O)Nc1ccc(S(=O)(=O)NCC(=O)OC(C)c2ccccc2Cl)cc1 (stereo not given)	66.8	-2.4	/	-5.6	11.0	71.1	-2.6	-1.1	10.6	-0.3
CCOC(=O)Cn1nnnc1CN(Cc1ccccc1)Cc1cc2cc(CC)ccc2[nH]c1=O	90.7	-2.0	/	/	-45.8	92.5	4.6	-0.9	21.9	1.2
O=C(COC(=O)c1ccc([N+](=O)[O-])s1)NCc1ccccc1	92.7	-0.8	-10.5	-9.8	-12.0	87.7	-17.9	12.0	5.6	3.2
Clc1ccc(Cc2nnc(-c3cccs3)o2)cc1	101.4	2.2	-24.1	/	-25.5	96.4	2.4	-4.8	4.5	2.5
Cc1ccc(OCC(=O)Nc2ccccc2Sc2ccc(Cl)cc2)c([N+](=O)[O-])n1	61.6	-3.8	/	-7.5	-29.5	53.9	-24.8	-7.2	7.8	-0.1
COc1cccc(C(=O)NCC(=O)N/N=C/c2cccc(OC(=O)c3ccc([N+](=O)[O-])cc3)c2)c1	99.2	3.2	/	-10.2	-6.2	92.0	-9.6	-2.6	27.5	-2.5
CCN(c1ccccc1)S(=O)(=O)c1ccc(F)cc1	88.0	-2.5	-8.9	-3.5	-13.7	98.6	4.9	-11.7	18.6	3.1
CCOC(=O)Cc1csc(NC(=S)NC(=O)c2ccc(Cl)cc2)n1	95.2	0.8	-5.5	-4.4	-14.5	101.3	-0.9	-10.7	15.9	3.7
COC(=O)c1nc(-c2ccccc2)oc1N(C)C	96.2	0.2	-7.0	-0.7	-26.2	113.0	11.7	-13.7	9.2	2.8
COc1ccc(-c2onc3ccc(Br)cc23)cc1	93.5	-3.2	/	-0.7	-25.5	85.9	7.7	-2.5	17.6	6.7
CCCC(=O)Nc1ccc(C(=O)NCc2ccccc2Cl)cc1	84.8	0.7	/	/	-5.3	94.8	10.9	/	3.1	-0.7
O=C(Nn1c(O)c(C=C2N=c3ccccc3=N2)sc1=S)c1cccc(Cl)c1	97.3	-1.0	-98.6	-3.8	-48.2	100.7	10.7	-4.6	0.8	-1.7
CC(C)(C)SCCNS(=O)(=O)c1ccc(F)cc1	98.7	-0.3	-4.6	-0.3	-39.2	98.1	8.2	-2.6	6.9	0.1

The final 2 entries of the part before open the next one.
SMILES	PTEN del growth	MRP1 act	E-sel TNF inh	Phagocytosis inh	Yeast growth inh	bCat KO growth	GALR2 antag	Yeast lifespan up	Measles CPE	NPY-Y2 antag
O=C(Nn1c(O)c(C=C2N=c3ccccc3=N2)sc1=S)c1cccc(Cl)c1	97.3	-1.0	-98.6	-3.8	-48.2	100.7	10.7	-4.6	0.8	-1.7
CC(C)(C)SCCNS(=O)(=O)c1ccc(F)cc1	98.7	-0.3	-4.6	-0.3	-39.2	98.1	8.2	-2.6	6.9	0.1
CN1CCN(NS(=O)(=O)c2ccc(Cl)s2)CC1	97.3	0.2	-24.1	-7.5	-10.3	91.6	6.6	6.5	8.6	0.7
O=C1CC(C(=O)Nc2ccc(O)c(C(=O)O)c2)C(c2ccccc2)O1 (stereo not given)	105.1	0.7	-11.6	1.4	-20.6	79.7	5.0	-11.7	5.6	3.4
COc1cc(OC)c(C2CC(=O)N3CN(c4ccc(C)cc4)CSC3=C2C#N)cc1OC (stereo not given)	77.7	-2.7	/	-0.5	-44.5	85.1	4.0	-1.9	6.0	0.8
Cc1ccc2c(=O)c(C(=O)NCc3cccs3)c[nH]c2c1	102.2	0.3	-1.3	/	-21.3	74.7	0.8	/	3.9	-2.1
Cc1cccnc1NC(=O)c1c(O)c2ccccc2n(C)c1=O	96.8	-1.2	3.4	-0.1	-8.5	89.3	4.5	0.5	7.2	2.1
COc1ccccc1-c1nnc(SC2CCc3ccccc3NC2=O)s1 (stereo not given)	88.1	6.3*	-21.2	/	-42.1	95.1	2.5	/	24.8	1.3
CN(C)S(=O)(=O)c1cccc(NC(=O)c2cc3c(=O)n4ccccc4nc3s2)c1	94.3	-0.7	21.9	-7.8	-6.0	108.0	-4.7	1.4	1.5	-0.9
CCC(=O)Nc1nonc1-c1nc2ccccc2n1CCC(C)C	60.7	1.4	8.0	3.0	-20.5	70.6	0.5	-19.4	6.2	13.2
C=CCNc1ncnc2c1ncn2C1OC(CO)C(O)C1O (stereo not given)	13.1	-3.4	/	/	-24.5	9.5	5.2	-7.4	4.1	1.2
Cc1ccc(Cc2nnc3n(-c4cccc(C)c4)nc(C(=O)c4ccccc4)n3c2=O)cc1	66.3	-2.6	-21.9	/	-15.4	65.8	2.8	/	19.6	13.2
COc1ccc(C2SCCN2S(=O)(=O)c2ccc(F)cc2)cc1OC (stereo not given)	95.1	-2.4	-26.0	-0.3	-38.8	95.1	2.4	14.4	5.0	1.1
O=C(NCCCO)/C(=C\c1cn(-c2ccccc2)nc1-c1cccnc1)NC(=O)c1ccccc1	96.8	-0.4	1.3	-2.9	3.8	103.4	8.3	0.1	4.6	-1.1
Oc1ccc2ccccc2c1/C=N/n1cnnc1	84.3	-2.6	/	/	-38.8	90.3	11.0	12.8	4.5	3.1
COc1ccc(NC2=NCC(Cc3ccc(Br)cc3)S2)cc1 (stereo not given)	42.3	-1.4	1.4	0.0	0.4	55.3	4.1	-4.5	0.6	4.1
CCOC(=O)CSc1nc(NCc2ccco2)c2ccccc2n1	98.2	-4.1	/	-2.7	-33.2	91.6	-2.0	-1.2	2.0	3.4
Cc1ccc(-n2c(C)cc(C3N=C(N)Nc4nc5ccccc5n43)c2C)c(C)c1 (stereo not given)	5.0	-2.0	/	-2.0	-26.4	9.3	4.0	3.5	2.5	8.5
O=[N+]([O-])c1cc(/C=N/N2CCN(C3c4ccccc4-c4ccccc43)CC2)ccc1Cl	74.8	1.0	-45.8	-4.1	-60.0	71.1	5.0	43.1	1.4	2.3
CCOC(=O)c1cnc(SCc2nc(N)nc(Nc3ccccc3OC)n2)nc1N	89.8	-0.9	/	-0.4	2.0	92.9	-8.4	-8.8	3.8	-0.9
Cc1ccc(C2C3=C(CC(C)(C)CC3=O)Nc3[nH]c(=S)[nH]c(=O)c32)cc1 (stereo not given)	83.4	-0.6	/	-0.3	-10.3	82.3	/	-17.8	2.3	/
CCc1ccc(N(CC)C(=O)c2ccc3c(Cl)c4c(nc3c2)CCC4)cc1	29.0	-4.7	-5.7	/	-16.4	20.4	-7.5	14.6	12.3	3.8
CCCOc1c(Br)cc(C2C3=C(CCCC3=O)N(C)C3=C2C(=O)CCC3)cc1OC	95.1	-3.0	-26.9	-6.6	-29.8	96.8	21.0	-3.2	8.5	6.6
COCCn1c(C)cc(C(=O)CSc2nc(C)cc(C)c2C#N)c1C	95.0	-1.7	-34.5	-1.3	-27.0	89.2	-1.9	-5.7	2.5	0.8
COc1cc(OC)c(C2=NOC(C(=O)N3CCc4ccccc4C3)C2)cc1Cl (stereo not given)	78.1	0.1	2.1	2.4	-70.9	96.8	11.7	-9.3	4.7	9.0
COc1ccc(NC(=O)C=C(C)C)cc1Cl	83.7	1.7	-21.5	0.9	-16.4	88.8	7.9	-30.0	4.7	-0.7
CC(C)=CC(=O)Nc1nnc(-c2cccnc2)s1	106.7	3.4	4.1	1.0	-18.7	99.5	0.3	-10.4	15.4	2.4

(more compounds)
SMILES	PTEN del growth	MRP1 act	E-sel TNF inh	Phagocytosis inh	Yeast growth inh	bCat KO growth	GALR2 antag	Yeast lifespan up	Measles CPE	NPY-Y2 antag
Cc1c(CCC(C)C)c(=O)n2c([nH]c3ccccc32)c1C#N	76.3	-0.2	-4.3	/	1.6	80.7	2.5	-7.1	13.2	2.3
NC(=O)CSc1nnc(-c2ccc(O)cc2)n1Cc1ccco1	99.4	-1.7	-23.0	/	1.6	86.2	6.6	/	4.4	0.8
COc1ccc(OC)c(-n2c(C)nc3cc(C(=O)O)ccc32)c1	107.7	1.0	-6.8	0.8	-22.9	114.2	-4.3	-5.4	7.2	-3.3
CCC(=O)c1cc2c(C)cc(=O)oc2c(C)c1OC(=O)C(C)C	86.8	-2.2	/	/	1.6	86.3	15.9	-0.8	2.9	5.9
COc1ccc(-c2nnn(CC(=O)N(C3CCCCC3)C(C)C(=O)NC3CCCC3)n2)cc1OC (stereo not given)	86.3	-1.4	-10.9	-1.6	-3.1	79.0	0.6	-6.8	4.3	11.3
Cc1cc(C)nc(-n2nc(C)c3c(=O)[nH]c(C(F)(F)F)nc32)n1	91.5	0.1	/	-1.3	-38.8	88.4	-4.3	-2.9	10.9	1.6
O=C1c2cccc(OCC(=O)N3N=C(c4cccs4)CC3c3ccc(F)cc3)c2CCN1Cc1ccccc1 (stereo not given)	64.1	-1.0	/	-10.0	-21.2	70.9	13.3	7.0	2.2	-0.6
CCOC(=O)C(NC(=O)N1CCCCC1)(c1ccccc1)C(F)(F)F (stereo not given)	90.3	-3.1	-22.0	-1.3	-2.2	88.5	3.2	-1.4	30.2	-0.2
CCn1c(CSc2nc3ccccc3n2C)nc2ccccc21	94.9	-0.7	-36.5	-0.5	-39.1	93.3	10.1	-0.9	16.9	1.7

High-throughput results: PubChem BioAssay, several laboratories

Outcome played no part in choosing rows. About 6.2% of those tested had a hit in this group.
